Source: PubChem BioAssay
S1P4 ag: S1P4 receptor agonists, primary screen, cell-based; Sphingosine 1-phosphate receptor 4 (Homo sapiens), O95977; S1P4-expressing cell line, agonist reporter assay; activation, % at 4.98 µM; hit rate 0.35% among 220,000; in the data active means activation above about 11%;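 further: 0% = DMSO vehicle and 100% = reference agonist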
NPY-Y2 PAM-ag: NPY-Y2 potentiators or agonists, primary screen, cell-based | cells expressing NPY-Y2, potentiator/agonist read-out | activation, % at 3.6 µM | hit rate 0.45% among 220,000; in the data active means activation above about 27%;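 further: cells stimulated with NPY near EC25 plus isoproterenol at EC100; 0% = vehicle plus submaximal agonist and 100% = vehicle plus saturating agonist; some results beyond the cut were filed as inactive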
Target sequence (P49146 whole entry, looked up): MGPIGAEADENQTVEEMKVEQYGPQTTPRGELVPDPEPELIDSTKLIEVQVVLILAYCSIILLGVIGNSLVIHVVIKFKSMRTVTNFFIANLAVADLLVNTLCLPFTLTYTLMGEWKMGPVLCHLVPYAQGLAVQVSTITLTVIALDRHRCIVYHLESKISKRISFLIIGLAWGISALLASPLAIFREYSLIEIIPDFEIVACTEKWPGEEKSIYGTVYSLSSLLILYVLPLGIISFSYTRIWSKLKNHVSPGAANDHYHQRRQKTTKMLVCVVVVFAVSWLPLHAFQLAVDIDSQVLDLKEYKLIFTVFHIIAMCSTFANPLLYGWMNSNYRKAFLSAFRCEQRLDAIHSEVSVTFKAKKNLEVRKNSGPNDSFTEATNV
Mdm2 ligase inh: MDM2-luciferase reporter signal enhancers, primary screen, MDM2 E3 ligase inhibitor project, cell-based, luminescence, 1536-well. E3 ubiquitin-protein ligase Mdm2 (Homo sapiens), Q00987. cell-based MDM2 ubiquitination luciferase reporter, 2 h; 0 = plate control, 100 = twice control, blank-subtracted. signal enhancement, % at 5 µM. hit rate 0.11% among 210,000. AID 1230, 2008;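 active means signal enhancement of 30% or more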;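 further: luminescence tracks abundance of the self-degrading MDM2-luciferase fusion protein; higher signal means inhibition of MDM2 E3 ligase activity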
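Assay system: stable mammalian line carrying autodegrading MDM2–luciferase fusion reporter; amount: 2000 cells seeded into each well; buffer or medium: DMEM; benchmarks: plate control and blank wells; signal: luciferase luminescence; timing: 2 h compound exposure at 37 °C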
PERK inh: block of dimerizer-induced PERK translation repression, primary screen, PERK inhibitor project, CHO PERK-DD cells, SEAP luminescence, HTS; inhibition, % at 5.6 µM; hit rate 0.17% among 220,000; CHO PERK-DD fusion, SEAP luminescence translation reporter; AID 1416, 2008;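 active means inhibition above the mean inhibition of all tested compounds plus 3 SD, set separately per screening campaign, cut at about 2.9% in these data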;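 further: PERK kinase domain activated by AP20187 dimerizer at 100 nM; 0% = DMSO with dimerizer and 100% = rapamycin at 8.4 µM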
BaF3 parental: parental Ba/F3 cell viability inhibition, counter-screen for JAK2V617F inhibitor project, murine pro-B, CellTiter-Glo luminescence | inhibition, % at 5.6 µM | CellTiter-Glo ATP luminescence | hit rate 1.1% among 220,000 | AID 1486, 2009;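 active means inhibition above a per-campaign cutoff, the mean inhibition of all tested compounds plus 3 SD, cut at about 27% in these data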;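 further: 0% = DMSO wells and 100% = JAK Inhibitor I control wells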
S1P4 antag: S1P4 receptor antagonists, primary screen, cell-based; Sphingosine 1-phosphate receptor 4 (Homo sapiens), O95977; S1P4-expressing cells, antagonist mode, reporter read-out; inhibition, % at 4.98 µM; hit rate 0.26% among 220,000; in the data active means inhibition above about 29%;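 further: 0% = wells stimulated with agonist and 100% = vehicle wells without agonist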
Ba/F3 V617F tox: reduced viability of JAK2V617F-dependent Ba/F3 cells, primary screen, JAK2V617F inhibitor project, cell-based, Ba/F3 EpoR-JAK2V617F, luminescence; ATP luminescence; inhibition, % at 5.6 µM; hit rate 1.1% among 220,000; AID 1446, 2008;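 active means inhibition above the campaign mean plus 3 SD over all tested compounds, cut at about 24% in these data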;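 further: cytokine-independent growth of Ba/F3 cells driven by EpoR plus mutant JAK2; 0% = DMSO-treated cells and 100% = JAK inhibitor I control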
Wee1 stabilizer: Wee1 degradation inhibitors, primary screen, cell-based, HeLa, Wee1K328M-luciferase, luminescence. Wee1-like protein kinase (Homo sapiens), P30291. HeLa Luc-Wee1K328M stability; 100% = proteasome inhibitor MG132 effect. reporter increase, % at 5 µM. hit rate 1.2% among 220,000;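 active means activation above the mean of all tested compounds plus 3 SD, set per screening run, cut at about 8.8% in these data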;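 further: cells exposed to compound for 20 h before luminescence read; 0% = DMSO alone and 100% = MG132 at 30 µM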
Target sequence (P30291 whole entry K328M): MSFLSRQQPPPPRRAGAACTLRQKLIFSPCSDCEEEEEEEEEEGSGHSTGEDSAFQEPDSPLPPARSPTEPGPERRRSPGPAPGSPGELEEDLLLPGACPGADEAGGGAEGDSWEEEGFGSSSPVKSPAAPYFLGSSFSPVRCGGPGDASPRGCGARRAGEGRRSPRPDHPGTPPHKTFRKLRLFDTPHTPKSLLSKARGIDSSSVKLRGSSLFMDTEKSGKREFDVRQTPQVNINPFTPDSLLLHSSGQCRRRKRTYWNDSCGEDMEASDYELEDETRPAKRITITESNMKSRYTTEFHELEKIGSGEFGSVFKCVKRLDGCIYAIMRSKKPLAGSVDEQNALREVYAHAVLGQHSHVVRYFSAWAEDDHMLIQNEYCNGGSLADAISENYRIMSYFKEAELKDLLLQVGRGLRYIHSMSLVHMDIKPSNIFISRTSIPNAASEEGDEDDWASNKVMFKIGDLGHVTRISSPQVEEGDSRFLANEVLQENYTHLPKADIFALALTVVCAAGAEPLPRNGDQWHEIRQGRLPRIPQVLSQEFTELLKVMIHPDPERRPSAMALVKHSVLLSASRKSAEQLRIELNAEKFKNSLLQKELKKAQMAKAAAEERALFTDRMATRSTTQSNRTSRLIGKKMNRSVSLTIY
eIF4E-4G inh: eIF4E–eIF4G protein interaction inhibitors, primary screen, biochemical, uHTS, TR-FRET, eIF4GI fragment. Eukaryotic translation initiation factor 4E (Mus musculus) + Eukaryotic translation …. TR-FRET eIF4E-eIF4GI(517-606) binding, 2 h. inhibition, % at 21.7 µM. hit rate 0.37% among 220,000;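 active means inhibition above about 30%, limit read from the data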;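 further: 0% = full FRET control wells and 100% = background wells lacking eIF4GI fragment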
* = called active by the depositor; / = not tested or not shown; [ ] = another dose, or the depositor's remark.

SMILES	S1P4 ag	NPY-Y2 PAM-ag	Mdm2 ligase inh	PERK inh	BaF3 parental	S1P4 antag	Ba/F3 V617F tox	Wee1 stabilizer	eIF4E-4G inh
CC1CCN(S(=O)(=O)c2ccc(C(=O)Nc3nnc(-c4ccccn4)o3)cc2)CC1	-1.0	-1.8	-11.6	0.0	8.3	0.4	0.8	0.9	-1.9
O=C(N/N=C/c1cccnc1)c1cccc(S(=O)(=O)Nc2cccc(Cl)c2)c1	0.4	6.4	3.1	0.3	5.7	1.1	-5.5	-1.1	0.8
Cc1ccc2nc(-c3ccc(NC(=O)CNC4CC4)cc3)sc2c1	-0.1	-6.1	-21.7	0.2	-1.3	5.7	-2.9	1.8	5.5
CC(=O)N1c2ccccc2Oc2cc3ccccc3cc21	0.8	-14.1	-0.9	1.3	7.5	0.9	-1.9	2.9	4.8
CNc1nc(SC)nc2ccsc12	-2.5	1.6	7.1	-0.2	-2.3	9.0	-5.8	1.7	-4.5
COCCOC(=O)c1[nH]c2c(c1C)C(=O)CC(c1ccc(F)cc1)C2 (stereo not drawn)	-1.5	17.9	-6.6	-0.1	10.0	-17.9	2.1	5.4	1.5
COc1c(Br)cc(C(N)=O)cc1OCc1ccccc1	-1.2	2.6	2.3	0.4	4.6	-15.3	-1.9	-1.8	2.8
O=C1c2ccccc2C(=O)N1c1ccc(Cl)cn1	0.7	-9.5	-21.3	0.1	4.6	2.4	-1.0	-1.4	0.8
COc1cccc(-c2nn(-c3ccccc3)cc2C(=O)OCC(=O)Nc2ncc(Cl)cc2Cl)c1	1.0	22.4	-10.1	-0.5	5.6	-12.2	-3.3	-0.7	0.7
Cc1ccc2c(n1)CC(C)(C)C/C2=N\O	-1.9	-6.8	-14.0	0.6	2.2	-7.5	-3.4	-0.5	2.9
O=C(O)C1CC=CCC1C(=O)Nc1cccc(C(=O)N2CCCCC2)c1 (stereo not drawn)	1.9	-6.1	-12.1	0.0	3.3	-34.2	1.6	-3.0	-0.1
CC(C)C(=O)Nc1ncc2c(n1)CC(c1cccs1)CC2=O (stereo not drawn)	0.0	-6.2	0.7	0.8	3.7	-4.0	-1.1	2.0	6.2
COc1ccc(CN(C)CC(=O)NC(=O)NCc2ccccc2)c(OC)c1	3.1	-2.1	-5.9	-0.6	2.0	7.9	1.6	0.4	0.3
O=C(N/N=C/c1cc(Cl)cc([N+](=O)[O-])c1O)c1ccccc1NS(=O)(=O)c1cccs1	0.4	9.6	-7.8	0.9	0.3	1.0	-1.6	0.7	0.7
O=C(CSc1nnc(-c2ccncc2)o1)c1ccc2c(c1)OCCO2	-0.6	17.3	-12.6	2.1	2.4	-11.5	-3.2	-0.9	-6.2
Fc1ccc(COc2ccc(-c3nnco3)cc2)cc1	0.9	4.4	-1.2	1.1	-1.9	-10.2	-2.6	16.2*	-6.2
O=C(Nc1ccc(Cl)cc1)OCc1cn(-c2ccccc2)nn1	-0.3	-13.8	-15.3	0.4	6.9	-12.3	2.8	5.8	-4.3
O=c1c(Br)c(Br)cnn1-c1ccccc1	-3.2	13.0	-5.2	1.4	50.2*	111.6*	101.2*	8.2	-3.8
Cc1ccc2c(CC(=O)OC(C)C(=O)Nc3ncc(Cl)cc3Cl)coc2c1 (stereo not drawn)	-0.9	-4.1	-15.9	0.9	0.4	-9.1	-1.9	4.7	-1.0
CCOC(=O)c1[nH]c2ccc(Cl)cc2c1NC(=O)/C=C/c1ccc2c(c1)OCO2	2.0	6.5	-2.9	1.4	0.7	-15.0	-5.7	1.1	4.8[fluorescence artefact?]

3 entries already listed, sorted by formula weight, ascending:
SMILES	S1P4 ag	NPY-Y2 PAM-ag	Mdm2 ligase inh	PERK inh	BaF3 parental	S1P4 antag	Ba/F3 V617F tox	Wee1 stabilizer	eIF4E-4G inh
CC(C)C(=O)Nc1ncc2c(n1)CC(c1cccs1)CC2=O (stereo not drawn)	0.0	-6.2	0.7	0.8	3.7	-4.0	-1.1	2.0	6.2
O=c1c(Br)c(Br)cnn1-c1ccccc1	-3.2	13.0	-5.2	1.4	50.2*	111.6*	101.2*	8.2	-3.8
CCOC(=O)c1[nH]c2ccc(Cl)cc2c1NC(=O)/C=C/c1ccc2c(c1)OCO2	2.0	6.5	-2.9	1.4	0.7	-15.0	-5.7	1.1	4.8[fluorescence artefact?]

Next section:
SMILES	S1P4 ag	NPY-Y2 PAM-ag	Mdm2 ligase inh	PERK inh	BaF3 parental	S1P4 antag	Ba/F3 V617F tox	Wee1 stabilizer	eIF4E-4G inh
Cc1nc2c3cc(F)ccc3n(Cc3ccccc3F)c2s1	0.7	-10.1	/	-0.7	1.8	-27.0	-5.1	5.5	2.3
CC1(C)Cc2c(c(-c3ccccc3)nc(N3CCOCC3)c2C(N)=O)CO1	0.2	-7.5	-21.5	-0.3	0.0	-11.5	-3.6	0.5	-0.2
CCCCN(C)CCNC(=O)C(NC(=O)C1CCC(C)CC1)C(C)C (stereo not drawn)	1.1	-9.4	-10.6	-0.1	8.2	-10.7	0.4	-0.4	2.0
O=C(NNc1cccc(Cl)n1)C1CC1	-0.1	4.0	-19.8	1.1	3.5	1.9	2.0	0.2	1.3
CN(C)/C=C(\C=O)c1c(Cl)cccc1Cl	1.6	-10.8	-18.7	0.7	2.2	-11.5	0.4	-0.2	-0.1
CCN(CC)CCCNCC(=O)Nc1ccc(OC)c(Cl)c1	-0.8	-10.9	-7.6	-0.3	2.5	16.6	4.0	1.8	6.6
COc1ccc(NC(=S)Nc2ccc(Oc3ccccc3)cc2)cc1	-2.5	-6.8	-4.0	1.6	7.8	-8.4	-1.6	0.7	2.4
COc1ccc(-n2nc(C(=O)NCc3ccco3)c3c4ccccc4n(C)c3c2=O)cc1	3.5	-5.0	-21.6	-0.1	5.7	0.9	0.1	0.2	-3.0
O=c1[nH]cc(COCc2ccccc2)c(=O)[nH]1	-2.0	1.8	-10.2	1.4	2.9	13.7	-2.8	-0.9	7.5
O=C(Oc1ccccc1N1C(=O)C2CCCCC2C1=O)c1ccccc1 (stereo not drawn)	2.4	8.3	0.1	0.1	2.8	-30.5	-0.9	2.7	7.9
CSc1ccccc1NC(=O)c1cc(C(C)C)on1	-3.4	-6.0	1.0	-0.3	1.0	-33.9	-2.6	-3.3	5.0[fluorescence artefact?]
CCCCn1c(/N=C/c2ccc3c(c2)OCO3)nc2ccccc21	0.0	-6.6	-14.7	-2.1	2.5	-5.7	2.5	-2.2	-1.0
CCOC(=O)C1=C(C)NC(SCc2cc(=O)[nH][nH]2)=C(C#N)C1c1cccs1 (stereo not drawn)	1.2	10.2	-26.0	1.1	1.4	-1.1	-4.5	1.5	-9.2
Cc1ccc(CS(=O)(=O)CCC(=O)NCc2cccs2)cc1	0.6	-9.9	1.8	-0.6	1.9	-10.1	0.5	-2.8	-2.2
Cn1nnc2cc(C(=O)Nc3ccccc3)ccc21	0.8	-0.9	-5.2	0.2	1.9	-21.4	1.3	0.4	0.7
Cc1ccccc1NC(=S)N(CCN1CCCCC1)Cc1ccco1	1.7	-5.2	-4.4	0.7	8.0	-2.3	3.2	-0.8	-1.1
CC(Sc1nnc(-c2ccc(C(C)(C)C)cc2)n1C)C(N)=O (stereo not drawn)	-0.8	4.2	-27.3	0.6	3.4	-11.7	-6.0	-0.9	-6.1
COc1cc(S(=O)(=O)N(Cc2ccc(C)cc2)C2CCCCC2)ccc1-n1cnnn1	-0.4	-0.3	-23.4	0.4	-1.1	-17.6	-4.1	-1.9	6.8
CCCCCC(=O)NN1C(=S)N(c2ccc(OC)cc2)C(=O)C1CC(=O)Nc1ccccc1 (stereo not drawn)	1.9	10.8	-4.8	-1.2	-2.8	-5.6	-2.4	-0.9	-4.1
COc1ccc2[nH]c3nc(SCc4nnc(-c5ccc(C)cc5)o4)nnc3c2c1	1.0	10.6	-26.4	-0.6	6.9	-9.1	-1.7	0.0	-26.1
CCCS(=O)(=O)N1CCCC(C(=O)NCCN(C)Cc2ccccc2)C1 (stereo not drawn)	-0.2	1.9	-13.0	-0.9	1.8	6.6	-1.3	0.8	7.8
COc1ccccc1NC(=S)N(CCN1CCCCCC1)Cc1cccs1	-0.8	-8.2	-18.1	-0.4	5.8	13.6	2.0	-0.9	0.5
C/C(CCc1ccc2c(c1)OCO2)=N\N=C1\NC(=O)CC(C(=O)Nc2ccc(Cl)cc2)S1 (stereo not drawn)	3.1	-19.3	-8.7	1.8	8.7	-14.0	3.0	0.1	-4.7[fluorescence artefact?]
O=C(NCc1ccncc1)C(=O)C1C(=O)Nc2ccccc21 (stereo not drawn)	1.3	2.4	-0.8	0.4	4.6	4.3	-4.7	-0.5	-3.9
COc1ccc(/C(N)=N/OC(=O)c2ccc3c(c2)OCO3)cc1OC	-0.7	-6.2	-12.4	0.9	1.8	12.1	-1.9	-3.0	5.1
CCCCCCNc1nc(-c2ccc(OC)cc2)c(CCC(=O)O)s1	1.6	-3.5	-7.2	1.1	1.7	-11.7	-2.5	-3.0	-2.7
COc1cc(NC(=O)c2ccccc2NS(=O)(=O)c2ccc(Cl)s2)cc(OC)c1	0.8	44.0*	-8.3	-0.3	3.8	-1.8	-1.6	-1.0	2.2
CCC(C)(C)NC(=O)C(c1ccccn1)N(C(=O)c1csnn1)c1ccc(C)c(C)c1 (stereo not drawn)	0.5	6.6	-7.1	0.8	8.3	-14.3	0.0	-2.5	1.1
O=C1CSc2nc3ccccc3n21	0.1	-6.8	-6.3	0.8	0.3	-13.5	-2.7	-2.6	3.7
COc1ccc(NC(=O)c2ccco2)cc1NC(=O)c1ccco1	1.4	1.9	-10.7	0.0	0.0	-17.9	-3.8	-1.5	4.4
O=C(c1ccc(Oc2ccc(C(F)(F)F)cn2)cc1)N1CCN(c2ccccc2)CC1	-0.1	-11.8	-9.2	-0.9	2.4	0.2	3.1	-0.9	-3.2
Cc1oc(C(C)(C)C)c(CN2CCOCC2)c1C(=O)O	1.9	-7.3	-8.0	-0.4	2.4	-8.2	-0.6	-3.8	-0.1
O=C1NC(c2cccc([N+](=O)[O-])c2)Oc2ccccc21 (stereo not drawn)	-1.3	2.9	-4.7	0.0	2.8	-7.5	0.9	-0.3	-1.6
Cc1cc(C(=O)COC(=O)CCc2nc3ccccc3s2)c(C)n1C	-0.3	-10.1	2.4	0.3	3.0	-11.6	0.6	-1.4	-1.0
Cc1c(Cl)c(=O)oc2cc(OC(C)C)ccc12	1.8	-2.5	-3.1	0.5	9.2	-10.2	-0.8	-0.2	1.8[fluorescence artefact?]
Cc1sc2nc3c4ccccc4c(NCc4ccco4)nn3c(=O)c2c1C	0.4	4.8	-72.9	0.6	4.0	-11.6	4.0	-2.7	6.4
